# HCV inhibitor = inhibitors of hepatitis C virus infection. hit rate 3.4% among 340,000. Potency, µM (highest dose often 41.8 µM), inactives show at the highest dose activity change, negative = inhibition, most hits filed as inhibitors. Huh7.5.1 HCVcc-Cre infection, luciferase reporter, 44 h; also: potency is read from the fitted curve at half-maximal effect
#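 Luciferase read-out (15 sec integration) after a 15 min room-temperature substrate step quantifies HCVcc-Cre infection. Cells, 1,000 per well, had compound added 4 h post-plating, then virus at ~0.5 moi, and were cultured 44 h.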
# TbPYK inhibitor = inhibitors of Trypanosoma brucei pyruvate kinase; Potency, µM (top dose mostly 76.8 µM), for the others: top-dose activity, negative = inhibition, most hits filed as inhibitors; TbPYK enzyme, Kinase-Glo Plus ATP luminescence, 45 min; hit rate 0.12% among 410,000; AID 624173; also: potency is read from the fitted curve at half-maximal effect; nearly all actives have a fitted effect of over 50% in size
#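 T. brucei PYK with substrate was exposed to pin-transferred compounds across a concentration series, then started with 130 uM ADP (final). After 45 min at room temperature, Kinase-Glo Plus luminescence was read, normalized and curve-fitted.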
# HCMV inh = blocks human cytomegalovirus replication; HFF cells, HCMV-luciferase reporter, 72 h; stronger effect = lower value; activity change, negative = inhibition, % at 57.5 µM; hit rate 4.5% among 410,000; AID 1259415; in the data active = activity change below about -60%; inconclusive = no clear call, values can overlap the other calls; inactive = above about -39%
#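 Steps: HFFs plated, 16 h 37C; compounds added; HCMV-luciferase added to MOI 1 PFU/cell; 72 h 37C; OneGlo reagent, 5 min room temperature; luminescence read, normalized to controls.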
# AMA1-RON2 inh = disrupts binding of P. falciparum AMA1 to RON2; Potency, µM (top dose mostly 58.2 µM), for inactives: top-dose activity change, negative = inhibition, actives largely listed as inhibitors; AID 720542; hit rate 0.2% among 360,000; AlphaScreen AMA1-biotinylated RON2 peptide binding;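 also: potency is read from the fitted curve at half-maximal effect; 0% = vehicle wells and -100% = peptide control; nearly all actives have a fitted effect of over 45% in size; some results filed as inactive show a strong effect at the top dose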
#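 AMA1 (3D7) with his tag at 25 nM final met compounds first, then biotinylated RON2 peptide at 25 nM; detection used donor plus acceptor beads, 10 µg/mL apiece, read by AlphaScreen after 30 min at room temperature.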
# LmPK inhibitor = blocks Leishmania mexicana pyruvate kinase activity. Q27686. purified LmPK, Kinase-Glo ATP luminescence, 1 h. Potency, µM (titrated, usually from 57.5 µM), for the others: top-dose activity change, negative = inhibition, most hits filed as inhibitors. hit rate 0.37% among 290,000; also: potency is read from the fitted curve at half-maximal effect
# Target sequence (Q27686 whole entry, looked up): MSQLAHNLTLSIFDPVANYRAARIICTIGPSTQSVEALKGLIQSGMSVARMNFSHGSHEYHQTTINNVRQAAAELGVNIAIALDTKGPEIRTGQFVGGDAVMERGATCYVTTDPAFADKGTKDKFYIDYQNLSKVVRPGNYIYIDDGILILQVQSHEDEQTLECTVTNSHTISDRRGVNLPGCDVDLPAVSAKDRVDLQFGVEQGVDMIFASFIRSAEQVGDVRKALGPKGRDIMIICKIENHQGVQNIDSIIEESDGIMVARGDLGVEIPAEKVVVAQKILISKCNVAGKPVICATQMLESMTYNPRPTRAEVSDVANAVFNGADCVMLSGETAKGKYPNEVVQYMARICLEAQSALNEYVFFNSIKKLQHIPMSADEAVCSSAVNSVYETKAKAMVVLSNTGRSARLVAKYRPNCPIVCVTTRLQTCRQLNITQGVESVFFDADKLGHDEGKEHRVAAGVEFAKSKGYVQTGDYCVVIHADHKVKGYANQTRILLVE
#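 qHTS format; LmPK 0.1 nM; substrates PEP 0.5 mM and ADP 0.1 mM. One-hour room-temperature incubation, then coupled luciferase luminescence; 0.5 nM enzyme wells mark activation.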
# AmpC inh detg = AmpC beta-lactamase inhibition with detergent present; P00811; AmpC hydrolysis of nitrocefin, absorbance 480 nm, 0.01% Triton; Potency, µM (doses to about 114 µM), for inactives: at the highest dose activity change, negative = inhibition, actives largely listed as inhibitors; hit rate 0.041% among 370,000;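 also: potency is read from the fitted curve at half-maximal effect; 0% = no-compound wells and -100% = no-enzyme wells; nearly all actives have a fitted effect of over 25% in size; some results filed as inactive show a strong effect at the top dose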
# Target sequence (P00811 whole entry, looked up): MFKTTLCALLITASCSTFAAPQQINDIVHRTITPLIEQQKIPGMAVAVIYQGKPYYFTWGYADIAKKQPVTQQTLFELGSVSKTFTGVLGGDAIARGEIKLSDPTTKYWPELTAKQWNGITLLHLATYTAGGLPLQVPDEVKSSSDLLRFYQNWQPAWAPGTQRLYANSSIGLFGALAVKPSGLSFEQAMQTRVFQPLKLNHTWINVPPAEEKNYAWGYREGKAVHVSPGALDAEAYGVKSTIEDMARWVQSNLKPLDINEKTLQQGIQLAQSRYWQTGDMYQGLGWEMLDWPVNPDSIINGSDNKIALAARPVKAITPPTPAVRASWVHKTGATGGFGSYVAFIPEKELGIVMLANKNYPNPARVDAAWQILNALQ
#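 AmpC (5.3 nM in the dispensed reagent) in 20 mM phosphate pH 7.0 with 0.01% (detergent screen) or 0.0001% Triton X-100 was preincubated with compounds for 15 min at room temperature. Nitrocefin was then added from an 800 uM solution, and hydrolysis was followed at 480 nm.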
# AmpC inh no detg = blocks E. coli AmpC beta-lactamase in detergent-free assay. AmpC nitrocefin hydrolysis, absorbance 480 nm, 0.0001% Triton. AID 485341. P00811. hit rate 0.52% among 330,000. Potency, µM (series often up to 57.1 µM), inactives show at the top dose activity change, negative = inhibition, hits mostly inhibitors;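 also: potency is read from the fitted curve at half-maximal effect; plate controls were no compound for no effect and no enzyme for full effect; nearly all actives have a fitted effect of over 20% in size; some results filed as inactive show a strong effect at the top dose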
#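 AmpC (5.3 nM in the dispensed reagent) in 20 mM phosphate pH 7.0 with 0.01% (detergent screen) or 0.0001% Triton X-100 was preincubated with compounds for 15 min at room temperature. Nitrocefin was then added from an 800 uM solution, and hydrolysis was followed at 480 nm.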
# * marks the source's active call; other numbers are inactive results; ? = inconclusive; . = no result given; & = joins results of further samples; [ ] = remark or other dose. Unless noted, calls follow the shape of the dose curve; as a rule, active = well fitted curve in the direction sought with a large enough effect; inconclusive = small, poorly fitted or top-dose-only effect, or another doubt; inactive = no such curve, though single readings can be large; an effect the other way counts as inactive or inconclusive. Unless noted, % is scaled to controls: 0 for no effect and ±100 for the full control effect.
SMILES,HCV inhibitor,TbPYK inhibitor,HCMV inh,AMA1-RON2 inh,LmPK inhibitor,AmpC inh detg,AmpC inh no detg
COc1ccc(C2CC(c3cccs3)=NN2c2ccc(F)cc2)cc1OC (stereo not drawn),-5%,0%,-22,68%[activator],4%,?,-10%[11.4 µM]
COc1ccc(/C=N/n2c(C)nc3c([nH]c4ccccc43)c2=O)cc1CN1CCCC(C)(C)C1,-4%,0%,-28,-1%,1%,1%,-5%
O=c1c2ccccc2ccc2ccc(P(=O)(O)O)cc12,.,?,-4,.,.,2%,-9%
O=C(Nc1ccc2c(c1)N(C1CCCC1)C(=O)c1ccccc1S2)c1ccccc1,.,-6%,-64*,.,.,11%,.
COc1cccc(Cn2nnc(C(=O)Nc3ccc(C)cc3)c2N)c1,-23%,-3%,-7,-2%,-2%,8%,-13%
COC(=O)c1oc2ccc(Br)cc2c1NC(=O)CCCN1C(=O)c2ccccc2C1=O,13%&7%,-6%,-27,7%,4%,?,-9%
COC(=O)[C@]12CCCCC=C1N(Cc1ccc(Cl)cc1Cl)C(=O)[C@H](CC(=O)NCc1ccc(C)o1)C2,.,-5%,-34,-15%,.,.,.
Cc1cccc2cc(CN(CCN3CCOCC3)C(=O)Nc3ccccc3F)c(=O)[nH]c12,14%,-4%,-5,-2%,1%,?,83%[activator]
COC(=O)C1=C(c2ccccc2OCc2ccccc2)C[C@@H]2CC[C@H]1N2C(=O)NCCc1ccc(F)cc1,?,0%,-27,14%,.,6%,22%
CC1(C)C2CCC1(C)C(OC(=O)CC(=O)O)C2 (stereo not drawn),13%,3%,-15,-1%,-2%,-10%,-10%
Cc1cccc(C(=O)Nc2cc3c(cc2N2CCOCC2)n(C)c(=O)n3C)c1,.,1%,15,.,.,1%,.
COc1cc(C2=NOC(C(=O)N3CCCCCC3)C2)cc(OC)c1OC (stereo not drawn),18%,-2%,12,19%,-2%,2%,4%
CON/C=C(\C=Nc1ccc(C(F)(F)F)cc1)c1ncc(C(F)(F)F)cc1Cl,5%,3%,43,-11%,4%,-17%,-9%
c1ccc(COc2nsnc2N2CCOCC2)cc1,-5%,-10%,-12,?,2%,?,-4%
Cc1ccc(N/C=C2/Sc3ccccc3NC2=O)cc1,0%,-1%,-1,50%[activator],-2%,6%,-35%
O=C(c1ccc(OC2CCN(C(=O)C3CC3)CC2)cc1)N(CCO)Cc1ccccc1,-4%,-1%,-27,-1%,0%,-7%,95%[activator]
O=C(CSc1nnc(-c2ccc(Br)cc2)n1CCc1ccccc1)NC1CCS(=O)(=O)C1 (stereo not drawn),17%,-3%,-30,-9%,-3%,1%,215%[activator]
Cn1c(N)c(C(=O)COC(=O)CNC(=O)c2ccc(Cl)cc2Cl)c(=O)n(C)c1=O,-2%,-1%,24,0%,.,.,-5%
COc1ccc2c(c1)-c1c(sn(-c3ccccc3)c1=S)C(C)(C)N2,?,-8%,?,13µM*,-3%,-13%,-32%
CN(C)C(CNC(=O)c1cccc(S(=O)(=O)N2CCc3ccccc3C2)c1)c1ccccc1 (stereo not drawn),.,8%,7,-4%,.,.,.
CCn1c(=O)c(=O)[nH]c2cc(C(=O)N(C)Cc3ccc(OC)c(F)c3)ccc21,17%,-15%,?,2%,2%,1%,-10%
CC(=O)N1CCC(=NNc2ccc(S(=O)(=O)N3CCOCC3)cc2[N+](=O)[O-])CC1,?,3%,-27,0%,0%,-14%,-19%
O=C(Nc1ccccc1Br)C1CCN(C(=O)Cc2ccccc2)CC1,-21%,2%,-25,21%,-1%,0%,-54%
CC1(C)Nc2ccccc2N(CC(=O)N2CCCCC2)C1=O,15%,0%,16,9%,4%,-8%,-14%
O=C(COc1ccc(Br)cc1)NCCCNC(=O)c1cnccn1,-5%,3%,21,-5%,2%,-11%,-7%
Cc1ccc(NC(=O)/C(C#N)=C/c2cccs2)c(C)c1,-3%,-2%,-34,3%,7%,4%,-2%
N#Cc1nc(-c2ccccc2F)oc1NCCc1ccccc1,?,-1%,-24,?,3%,?,-35%
CCOC(=O)C(=O)NCc1ccc(/C=C2/N=C(C)C(C(=O)OCC)=C2O)o1,8%,-4%,-15,-17%,4%,-3%,-24%
CC(OC(=O)/C=C/c1ccccc1)C(=O)NC1CCCCC1C (stereo not drawn),8%,-5%,-10,6%,.,0%,-19%
CC(C)CC1NC(=O)N(CC(=O)N2CCCc3ccccc32)C1=O (stereo not drawn),8%,-3%,1,10%,-1%,7%,-1%
Cc1nn(C)cc1CNC(=O)C1(C)CC1(Cl)Cl (stereo not drawn),31%[activator],-7%,-23,18%,3%,2%,-16%
C=Cc1ccc(C(=O)N2CCCC(Nc3ccc4c(c3)OCCO4)C2)cc1 (stereo not drawn),-5%,?,.,-20%,0%,1%,-6%
CC(=O)O/C(=C\c1cn(C(C)=O)c2ccccc12)C(=O)O,10%,5%,26,-3%,0%,4%,-7%
COC(=O)C1Cc2c([nH]c3ccccc23)CN1 (stereo not drawn),?,7%,164,0%,-4%,-12%,-15%
O=C(c1ccc2c(c1)OCCO2)N(Cc1cccnc1)c1nc2ccc(Cl)cc2s1,.,1%,79,.,.,17%,.
COc1ccc2c(c1)C(C1=C(O)CC(C)(C)CC1=O)C1=C(CC(C)(C)CC1=O)O2 (stereo not drawn),10%,3%,-20,-4%,4%,-9%,-20%
COc1ccc(Nc2oc(-c3ccc(COc4ccc(OC)cc4)o3)nc2C#N)cc1,.,-1%,-31,.,.,5%,.
O=C(O)c1ccc(CSc2nnc(-c3cccnc3)n2-c2ccc(Br)cc2)cc1,-10%,?,?,-9%,0%,4%,-19%
CCCCC(=O)NC(c1ccc(C(C)C)cc1)c1ccc2cccnc2c1O (stereo not drawn),2.8µM*,-6%,-103*,83%[activator],0%,-13%,-35%
CCOC(=O)CCc1c(C(=O)OCC)[nH]c(CC)c1C(=O)OCc1ccccc1,?,-1%,-1,-20%,0%,7%,32%
CCC(C)(C)n1nnnc1C(c1cc2cc(C)ccc2[nH]c1=O)N1CCCc2ccccc21 (stereo not drawn),-2%,?,-14,13%,0%,-5%,-15%
COC(=O)c1ccc(C(=O)OC)c(=O)[nH]1,-1%,-12%,-11,18%,1%,-3%,-4%
Cc1cc([N+](=O)[O-])nn1CCCC(=O)NC(C)c1ccccc1 (stereo not drawn),0%,1%,3,-19%,3%,-1%,3%
Cc1oncc1-c1csc(-c2ccccc2)n1,?,-4%,-31,6%,0%,?,-37%
O=S(=O)(c1ccc(Cl)cc1)c1ccc(Cl)cc1,?,2%,-11,14%,.,1%,-12%
COc1ccccc1C(=O)OCC(=O)NC(=O)NCc1ccccc1,10%,0%,-2,13%,-7%,5%,-21%
CN(C)c1ccc(Nc2ccc([N+](=O)[O-])cn2)cc1,5%,-18%,22,-6%,0%,?,-18%
COc1ccc(-c2cn3cc([N+](=O)[O-])ccc3n2)cc1OC,-6%,-6%,?,-6%,3%,-2%,-1%
COc1ccc(CCNC(=O)CSc2cn(Cc3cccc(C)c3)c3ccccc23)cc1OC,10µM*,-4%,24,-3%,0%,-8%,65%[activator]
COc1cccc(CNC(=O)c2cc(S(=O)(=O)N3CCCCCC3)cn2C)c1,.,6%,9,.,.,-5%,.
CCSc1ccccc1C(=O)N1CCN(Cc2ccc3c(c2)OCO3)CC1,2%,1%,-6,-12%,0%,-1%,64%[activator]
CCC/C=C(\CCC)C(NC(=O)c1ccc(C(=O)OC)cc1)c1ccc(C(=O)OC)cc1 (stereo not drawn),20%,1%,0,11%,.,.,.
CCCN1CCN(S(=O)(=O)c2ccc3c(c2)CCC(=O)N3)CC1,9%,6%,0,-7%,.,1%,-9%
O=C(NC1CCCCCC1)c1ccc2nc3cc(Cl)ccc3c(=O)n2c1,7%,3%,-20,2%,8%,4%,-13%
O=c1cc(-c2ccccc2)[nH]c2ccccc12,-26%,-5%,-76*,0%,3%,?,-9%
CNC(=O)c1cc(S(=O)(=O)Nc2ccc3c(c2)OCO3)ccc1C,.,-6%,128,23%,-3%,?,-4%
CN(C)/C=C/C(=O)c1cc(F)cc(C(F)(F)F)c1,3%,-4%,-3,7%,4%,6%,-28%
COc1cccc(C(=O)NC(=S)Nc2ccccc2N2CCOCC2)c1,-17%,4%,.,9%,1%,4%,-2%
Cc1nn(CC(=O)NC2CC2)c(C)c1S(=O)(=O)NC(C)(C)C,22%,1%,18,-4%,.,.,-13%
Cc1cc(NC(=O)c2ccco2)ccc1NC(=O)c1ccco1,10%,-17%,8,33%[activator],?,-11%,-1%

# Structures listed so far that have a CF3 group, in the order listed:
SMILES,HCV inhibitor,TbPYK inhibitor,HCMV inh,AMA1-RON2 inh,LmPK inhibitor,AmpC inh detg,AmpC inh no detg
CON/C=C(\C=Nc1ccc(C(F)(F)F)cc1)c1ncc(C(F)(F)F)cc1Cl,5%,3%,43,-11%,4%,-17%,-9%
CN(C)/C=C/C(=O)c1cc(F)cc(C(F)(F)F)c1,3%,-4%,-3,7%,4%,6%,-28%

# Among those listed so far, these have a nitro group on carbon.
SMILES,HCV inhibitor,TbPYK inhibitor,HCMV inh,AMA1-RON2 inh,LmPK inhibitor,AmpC inh detg,AmpC inh no detg
CC(=O)N1CCC(=NNc2ccc(S(=O)(=O)N3CCOCC3)cc2[N+](=O)[O-])CC1,?,3%,-27,0%,0%,-14%,-19%
Cc1cc([N+](=O)[O-])nn1CCCC(=O)NC(C)c1ccccc1 (stereo not drawn),0%,1%,3,-19%,3%,-1%,3%
CN(C)c1ccc(Nc2ccc([N+](=O)[O-])cn2)cc1,5%,-18%,22,-6%,0%,?,-18%
COc1ccc(-c2cn3cc([N+](=O)[O-])ccc3n2)cc1OC,-6%,-6%,?,-6%,3%,-2%,-1%

# Following part.
SMILES,HCV inhibitor,TbPYK inhibitor,HCMV inh,AMA1-RON2 inh,LmPK inhibitor,AmpC inh detg,AmpC inh no detg
Cc1ccc(S(=O)(=O)/N=C2\SC(CC(=O)Nc3ccc(F)cc3)C(=O)N2c2ccccc2)cc1 (stereo not drawn),2%,6%,-20,-6%,1%,4%,-16%
Cc1ccc(C(=O)OCC(=O)N2CCC(c3ccccc3)=N2)cc1,-14%,-2%,-6,-13%,.,.,20%
COc1ccc2c(c1)C(NC(=O)C(F)(F)F)CC2=O (stereo not drawn),8%,.,-1,4%,0%,-2%,-11%
CC(Oc1ccc2ccccc2c1)C(=O)N/N=C/c1cccnc1 (stereo not drawn),1%,-4%,-27,12%,-4%,2%,16%
CC(C)C(=O)Nc1nnc(COc2ccc(Cl)cc2)s1,-29%,-2%,-2,7%,1%,5%,-18%

# Hits appear at their usual frequency; about 7.5% have a hit in one of these screens.
